Source: PubChem
TrxR1 substrate = rat thioredoxin reductase 1 substrate activity; 390,000 compounds, 0.01% hits; Potency, µM (doses to about 114 µM), without a hit: top-dose activity change, negative = substrate turnover; AID 588456; purified TrxR1 substrate turnover, NADPH consumption readout; O89049; note: potency is the fitted concentration of half-maximal effect; % is set by controls: 0 for no effect and ±100 for the full control effect; nearly all actives have a fitted effect of over 50% in size
Target sequence (O89049 whole entry, looked up): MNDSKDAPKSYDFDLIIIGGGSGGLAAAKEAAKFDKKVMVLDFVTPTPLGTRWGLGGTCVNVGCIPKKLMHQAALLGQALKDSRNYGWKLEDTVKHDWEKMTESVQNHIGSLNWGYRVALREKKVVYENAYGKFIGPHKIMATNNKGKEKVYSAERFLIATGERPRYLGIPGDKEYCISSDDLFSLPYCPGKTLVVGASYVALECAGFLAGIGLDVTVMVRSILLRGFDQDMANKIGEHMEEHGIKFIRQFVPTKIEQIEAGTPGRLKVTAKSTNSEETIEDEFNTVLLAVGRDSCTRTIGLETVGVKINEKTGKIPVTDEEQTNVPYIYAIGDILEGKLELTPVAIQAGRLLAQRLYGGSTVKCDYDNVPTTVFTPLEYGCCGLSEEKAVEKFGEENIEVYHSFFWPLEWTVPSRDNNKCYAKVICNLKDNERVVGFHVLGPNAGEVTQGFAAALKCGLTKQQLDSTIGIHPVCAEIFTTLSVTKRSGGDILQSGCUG
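Rat TrxR1, dispensed at 90 nM, was prereduced with 400 uM NADPH (final) for 5 min at ~22 deg C, then incubated with compound 15 min before 400 uM selenite. A first-read NADPH fluorescence drop versus no-compound background flagged substrates.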
USP1-UAF1 inh = inhibitors of human USP1/UAF1 deubiquitinase | O94782 | AID 743255 | 390,000 compounds, 0.23% hits | Potency, µM (titrated, usually from 57.1 µM), for inactives: top-dose activity change, negative = inhibition, usual class: inhibitors | recombinant USP1/UAF1, Ub-Rhodamine cleavage fluorescence; note: potency is the fitted concentration of half-maximal effect; % is set by controls: 0 for no effect and ±100 for the full control effect; nearly all actives have a fitted effect of over 60% in size; inactives centre near -12
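Step one: compound is pinned into 1nM USP1/UAF1 in HEPES pH 7.8 buffer with TCEP. Step two: 15 min room-temperature incubation. Step three: Ub-Rho (150nM final) starts cleavage, tracked by fluorescence over six one-minute reads.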
RGS4 inhibitor = inhibitors of human regulator of G protein signaling 4; P49798; Transcreener GDP fluorescence polarization, RGS4-accelerated GTP hydrolysis; Potency, µM (highest dose often 114 µM), for the others: at the top dose activity change, negative = inhibition, actives largely listed as inhibitors; 390,000 compounds, 0.039% hits; AID 504845; note: potency is the fitted concentration of half-maximal effect; % is set by controls: 0 for no effect and ±100 for the full control effect; nearly all actives have a fitted effect of over 75% in size; some results filed as inactive show a strong effect at the top dose
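MLSMR compounds (23 nl, pin-transferred) preincubated 10 min at room temperature with a 500nM (2x) first reagent, then RGS4 at 900nM (2x) plus Transcreener GDP mix added; fluorescence polarization (620/688 nm) read before and after 90 min at 30 °C.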
GRP78 ERSR act = ER stress response induction in glioma | 420,000 compounds, 0.02% hits | U87-MG GRP78 promoter luciferase reporter, 16 h | AID 602332 | Potency, µM, for the others: at the highest dose activation, most hits filed as activators; note: potency is the fitted concentration of half-maximal effect; series mostly up to about 76 µM; % of control where 0% means no effect; nearly all actives have a fitted effect of over 35% in size
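Stably transfected U87-MG glioma cells carrying a GRP78-based luciferase sensor; 16 h compound incubation. Luminescence end-point read 10 min after Bright-Glo addition at room temperature.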
Vif-APOBEC3G blk = Vif-A3G binding inhibition; Potency, µM (series often up to 46.1 µM), for inactives: top-dose activity, negative = active, usual class: inhibitors; AID 602310; Q9HC16; HeLa A3G-eYFP + Vif (tagged APOBEC3G with the HIV-1 protein that degrades it), YFP fluorescence, overnight; 410,000 compounds, 0.076% hits;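 note: potency is the fitted concentration of half-maximal effect; % is set by controls: 0 for no effect and ±100 for the full control effect; nearly all actives have a fitted effect of over 60% in size; hits raise eYFP signal because A3G escapes Vif-driven loss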
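HeLa cells stably expressing Vif and C-terminally eYFP-tagged A3G, seeded overnight at 37 deg C, then exposed to compound by pintool overnight at 37 deg C. Rise in yellow fluorescence (Ex 488/Em 500-530, Acumen) marks blocked Vif-driven A3G degradation.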
LDHA inh = blocks human lactate dehydrogenase A | P00338 | purified LDHA, NADH/diaphorase-resazurin fluorescence; stronger effect = lower value | activity change, % (values are at about 110 or 230 µM) | 480,000 compounds, 0.15% hits | AID 1347041; in the data active = activity change below about -30%; inconclusive = mostly about -25% to -30%;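 note: plate controls were DMSO wells for no effect and wells without enzyme for full effect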
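Human LDH5 at 2 nM final in Tris HCl pH 7.4 with 0.06 mM NADH and 0.2 mM pyruvate, reacted 5 minutes at room temperature. Remaining NADH coupled via diaphorase/resazurin; resorufin fluorescence read at 0 and 20 minutes, normalized to enzyme-free and DMSO wells.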
TrxR1 inh = inhibitors of rat thioredoxin reductase 1; O89049; recombinant rTrxR1, NADPH fluorescence consumption, selenite substrate; Potency, µM (highest dose often 114 µM), for the others: at the highest dose activity change, negative = inhibition, usual class: inhibitors; 390,000 compounds, 1% hits; AID 588453; note: potency is the fitted concentration of half-maximal effect; % is set by controls: 0 for no effect and ±100 for the full control effect; nearly all actives have a fitted effect of over 65% in size
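Rat TrxR1 (90 nM in the dispensed reagent) was pre-reduced with 400 uM NADPH for 5 min at room temperature, then incubated with compound for 15 min. After 400 uM selenite was added, NADPH fluorescence (Ex 340/Em 450 nm) was followed for 8 min.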
Vif-A3F inh = inhibitors of Vif-A3F interaction; AID 602313; HeLa A3F-eYFP + Vif (tagged APOBEC3F with the HIV-1 protein that degrades it), YFP fluorescence increase; 390,000 compounds, 0.2% hits; Potency, µM (series often up to 46.1 µM), for inactives: at the highest dose activity, negative = active; note: potency is the fitted concentration of half-maximal effect; % of control where 0% means no effect; nearly all actives have a fitted effect of over 65% in size
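HeLa cells stably expressing A3F-eYFP plus Vif, plated and incubated overnight at 37 deg C, then exposed to compounds overnight at 37 deg C. Blocked degradation read as raised yellow fluorescence (Ex 488/Em 500-530).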
IDH1 R132H inh = human IDH1 R132H inhibition. 390,000 compounds, 0.093% hits. O75874. IDH1-R132H enzyme, NADPH consumption, diaphorase/resazurin fluorescence. AID 602179. Potency, µM (highest dose often 76.6 µM), for the others: at the highest dose activity change, negative = inhibition, actives largely listed as inhibitors; note: potency is the fitted concentration of half-maximal effect; % is set by controls: 0 for no effect and ±100 for the full control effect; nearly all actives have a fitted effect of over 65% in size
Target sequence (O75874 whole entry R132H, stated change not applied): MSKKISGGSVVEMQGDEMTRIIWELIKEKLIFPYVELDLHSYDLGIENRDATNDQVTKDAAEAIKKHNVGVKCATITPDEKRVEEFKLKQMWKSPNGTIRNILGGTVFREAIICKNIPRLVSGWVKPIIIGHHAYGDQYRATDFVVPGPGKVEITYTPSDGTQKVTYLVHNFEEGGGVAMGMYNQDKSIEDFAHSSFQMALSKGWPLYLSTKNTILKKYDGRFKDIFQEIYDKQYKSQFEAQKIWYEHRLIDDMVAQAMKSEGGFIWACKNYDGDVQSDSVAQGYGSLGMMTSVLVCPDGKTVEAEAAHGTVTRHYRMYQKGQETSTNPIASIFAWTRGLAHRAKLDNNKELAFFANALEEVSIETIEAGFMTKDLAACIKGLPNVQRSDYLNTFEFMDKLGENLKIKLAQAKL
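IDH1-R132H (0.5 ug/mL dispensed) in pH 7.5 Tris buffer was preincubated 30 min with compound, then given a substrate mix of 0.016 mM NADPH and 2 mM alpha-KG for 80 min at room temperature; remaining NADPH was read by diaphorase/resazurin fluorescence.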
Numbers without * were called inactive; ? = inconclusive; · = not tested or not shown; [ ] = another dose, or the depositor's remark. Unless noted, calls come from the whole dose curve; as a rule, active = well fitted curve in the direction sought with a large enough effect; inconclusive = small, poorly fitted or top-dose-only effect, or another doubt; inactive = no such curve, though single readings can be large; an effect the other way counts as inactive or inconclusive. An excerpt; rates above refer to the full screens.

SMILES	TrxR1 substrate	USP1-UAF1 inh	RGS4 inhibitor	GRP78 ERSR act	Vif-APOBEC3G blk	LDHA inh	TrxR1 inh	Vif-A3F inh	IDH1 R132H inh
COc1cc(OC)c(C2C(C(=O)Nc3ccc(C)cc3C)=C(C)Nc3ncnn32)cc1OC (stereo not drawn)	2%	-8%	22%	-5%	2%	19	3%	-4%	19%
CCC(C)(C)NC(=O)C(c1cccs1)N(C(=O)c1ccn[nH]1)c1cccc(OC)c1 (stereo not drawn)	3%	-24%	22%[11.4 µM]	-5%	0%	-2	-2%	0%	8%
Cc1cc(C(=O)CN2C(=O)NC3(CCCCC3)C2=O)c(C)n1Cc1ccco1	-2%	-15%	19%	-2%	0%	-1	8%	?	-5%
O=C(c1ccc(N2CCCC2)c([N+](=O)[O-])c1)N1CCN(CCO)CC1	6%[57.1 µM]	-24%	-10%[56.9 µM]	-5%	-1%	-4	20%[57.1 µM]	1%	4%
Cc1ccc(C)n1-c1c(C(=O)NCCC(C)C)sc2ncccc12	-6%[57.1 µM]	?	-1%	-1%	2%	0	10%[57.1 µM]	2%	5%
Cc1ccc(OCCN(C)C(=O)C2CCC(=O)N(CCCN3CCOCC3)C2)cc1 (stereo not drawn)	1%	1%	30%	-1%	3%	1	25%	-1%	-6%
COc1ccccc1N1CCN(CC(=O)Nc2ccc(C)c(F)c2)CC1	-2%[57.1 µM]	-8%	14%	-4%	0%	-9	-23%[57.1 µM]	-3%	-2%
O=C(CN1C(=O)COc2ccc(S(=O)(=O)N3CCOCC3)cc21)Nc1ccc(F)c(Cl)c1	-9%	-26%	30%	-3%	4%	0	12%	-2%	-20%
CCCC(=O)Nc1ccc(NC(=O)C23CC4CC(CC(C4)C2)C3)cn1	-4%	-9%	21%	-1%	2%	-11	1%	1%	3%
Cc1noc(C)c1S(=O)(=O)N1CCCN(C(=O)/C=C/c2ccccc2F)CC1	-2%	-18%	-3%	-1%	-1%	1	6%	-11%	2%
COC(=O)CNC(c1ccccc1)c1cc(Br)ccc1NC(=O)c1ccccc1 (stereo not drawn)	2%	-10%	-8%	·	·	2	12%	·	·
COc1ccc(C(=O)CCC(=O)Nc2ccc(OC)c(Cl)c2)cc1	-2%[57.1 µM]	9%	-22%	-2%	2%	-4	16%[57.1 µM]	-6%	2%
COc1ccc(N(CC(=O)Nc2ccc(C)c(C)c2)C2=NC3CS(=O)(=O)CC3S2)cc1 (stereo not drawn)	-4%[57.1 µM]	-25%	-23%	-2%	5%	2	4%[57.1 µM]	11%	-4%
O=C(CCC1CCCC1)NNC(=O)COc1ccc(Br)cc1	5%	-12%	-1%	-3%	3%	-9	22%	10%	-3%
CCC(C)[C@H](NC(=O)N1CCC(C)CC1)C(=O)O (stereo partly drawn)	2%	-13%	1%	-5%	1%	-8	14%	1%	1%
COc1cccc(CNC(=O)C2CCN(S(=O)(=O)c3ccc(Br)s3)CC2)c1	2%	-27%	1%	-3%	0%	-5	16%	-4%	-4%
N#CC(c1ccccc1)N(CCCCl)C(=O)c1ccc(Br)cc1 (stereo not drawn)	5%	-21%	-10%	-3%	-4%	0	29%	-4%	-3%
COc1ccc(-c2noc(-c3ccc(N4CCN(c5ccccc5)CC4)c([N+](=O)[O-])c3)n2)cc1	3%	-15%	-10%	1%	2%	1	24%	-2%	21%
CCCN1C(C(=O)c2ccccc2)=C(OC(=O)C(C)(C)C)c2ccccc2S1(=O)=O	-5%	-17%	-8%	-5%	-8%	6	10%	-7%	11%
O=C(Nc1cccc([N+](=O)[O-])c1)NN1CCCCCC1	6%[57.1 µM]	-20%	9%	-5%	0%	6	12%[57.1 µM]	0%	0%
Cc1cccc(OCC2CCCN(Cc3nc(C4CC4)no3)C2)c1 (stereo not drawn)	-3%	-15%	3%	0%	2%	0	19%	4%	3%
CC(Oc1ccc(-c2ccccc2)c(F)c1)c1ccn(S(=O)(=O)c2ccc(Cl)cc2)n1 (stereo not drawn)	-2%	-8%	-16%	1%	2%	-4	0%	-5%	15%
CCC1Oc2ccccc2N(CC(=O)NCCN2C(C)CCCC2C)C1=O (stereo not drawn)	-1%	-25%	-5%	-1%	1%	0	13%	-1%	2%
O=c1[nH]c2cc3c(cc2cc1CN(CCCO)Cc1nnnn1Cc1ccc(F)cc1)OCO3	29%[57.1 µM]	-5%	11%	2%	5%	-4	2%[57.1 µM]	4%	2%

Arranged by molecular weight (rising): four of the compounds above.
SMILES	TrxR1 substrate	USP1-UAF1 inh	RGS4 inhibitor	GRP78 ERSR act	Vif-APOBEC3G blk	LDHA inh	TrxR1 inh	Vif-A3F inh	IDH1 R132H inh
O=C(Nc1cccc([N+](=O)[O-])c1)NN1CCCCCC1	6%[57.1 µM]	-20%	9%	-5%	0%	6	12%[57.1 µM]	0%	0%
O=C(CCC1CCCC1)NNC(=O)COc1ccc(Br)cc1	5%	-12%	-1%	-3%	3%	-9	22%	10%	-3%
CCC1Oc2ccccc2N(CC(=O)NCCN2C(C)CCCC2C)C1=O (stereo not drawn)	-1%	-25%	-5%	-1%	1%	0	13%	-1%	2%
COc1cccc(CNC(=O)C2CCN(S(=O)(=O)c3ccc(Br)s3)CC2)c1	2%	-27%	1%	-3%	0%	-5	16%	-4%	-4%

(continued)
SMILES	TrxR1 substrate	USP1-UAF1 inh	RGS4 inhibitor	GRP78 ERSR act	Vif-APOBEC3G blk	LDHA inh	TrxR1 inh	Vif-A3F inh	IDH1 R132H inh
CCOc1ccc(C(=O)C2CCN(CC(=O)Nc3ccccc3N3CCOCC3)CC2)cc1	-1%	-13%	13%	0%	1%	1	28%	-1%	2%
C=CCNC(=O)CCCC(=O)NCC=C	-1%[57.1 µM]	6%	-17%	-3%	-3%	0	11%[57.1 µM]	0%	-2%
CC(C)CCNC(=O)C1CCC(Cn2c(=O)c3sccc3n(CC(=O)NC(C)C)c2=O)CC1 (stereo not drawn)	0%[57.1 µM]	-4%	-18%	-2%	-1%	-7	5%[57.1 µM]	5%	8%
COc1ccc(C=NCCC2(O)CC(C)N(C)CC2C)cc1 (stereo not drawn)	2%	-13%	14%	-5%	0%	3	6%	-7%	1%
COC(=O)c1ccc2c(=O)n(Cc3ccc4c(c3)OCO4)c(SCC(=O)N3CCCC3)nc2c1	-3%	-16%	-25%[56.9 µM]	-2%	0%	-3	21%	-3%	2%
Cc1cccc(NC(=O)CSc2nnc(Cn3cnc4ccccc43)o2)c1	5%	-1%	16%	-4%	0%	-5	13%	1%	10%
O=C(NNC(=O)c1ccccc1C(=O)O)c1cc2ccccc2o1	4%	-14%	-9%	-3%	-5%	-11	22%	5%	-2%
Cc1cc(C)cc(OCC(=O)OCC(=O)N(CC(C)C)c2c(N)n(Cc3ccccc3)c(=O)[nH]c2=O)c1	10%[57.1 µM]	-12%	-9%	-5%	0%	-6	9%[11.4 µM]	1%	-4%
O=C(Cc1ccccn1)Nc1ccccc1	6%	-17%	-21%	-1%	0%	0	13%	0%	8%
Cc1nn(C(=O)CNS(=O)(=O)c2ccccc2)c(C)c1Sc1ccc(Cl)cc1	-12%	-17%	6%	1%	2%	3	-12%	-2%	17%
O=C(c1cc2sccc2n1Cc1ccccc1)N1CCCc2ccccc21	-6%	-26%	-2%	-2%	5%	4	-8%	-2%	4%
O=C(CCC(=O)Nc1ccc(F)cc1)N/N=C/c1cc([N+](=O)[O-])ccc1O	-10%	-20%	6%	-3%	-8%	2	12%	12%	-1%
CCOc1ccccc1CN1C(=O)NC2(CCCCCC2)C1=O	2%	-23%	-6%	-3%	2%	-6	13%	-5%	9%
Cc1nc(-c2ccccc2)sc1-c1n[nH]c(=S)n1C	-3%	-5%	?	0%	-11%	-5	-22%	-4%	7%
